Dyrk1A ADPGlo: rat Dyrk1A kinase inhibitors, primary screen, biochemical, single point, plate reader; 0.43% of 310,000 active; inhibition, % at 12.5 µM; ADP-Glo luminescence, NFATc1 peptide; Dual specificity tyrosine-phosphorylation-regulated kinase 1A (Rattus norvegicus), Q63470; in the data active = inhibition above about 50%;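 note: plate controls were vehicle with enzyme for no effect and no enzyme for full effect; many of its hits are not listed in these tables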
KCNK3 block: human KCNK3 channel inhibitors, primary screen, CHO cells, FluxOR thallium flux, B-score | Potassium channel subfamily K member 3 (Homo sapiens), O14649 | FluxOR fluorescence; active compounds read low | B-score at 10 µM | 0.84% of 340,000 active;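 active = B-score under library mean minus 4 SD, starting fluorescence ratio at most library mean plus 5 SD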;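 note: more negative B-score means stronger inhibition of thallium flux through KCNK3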
Target sequence (O14649 whole entry, looked up): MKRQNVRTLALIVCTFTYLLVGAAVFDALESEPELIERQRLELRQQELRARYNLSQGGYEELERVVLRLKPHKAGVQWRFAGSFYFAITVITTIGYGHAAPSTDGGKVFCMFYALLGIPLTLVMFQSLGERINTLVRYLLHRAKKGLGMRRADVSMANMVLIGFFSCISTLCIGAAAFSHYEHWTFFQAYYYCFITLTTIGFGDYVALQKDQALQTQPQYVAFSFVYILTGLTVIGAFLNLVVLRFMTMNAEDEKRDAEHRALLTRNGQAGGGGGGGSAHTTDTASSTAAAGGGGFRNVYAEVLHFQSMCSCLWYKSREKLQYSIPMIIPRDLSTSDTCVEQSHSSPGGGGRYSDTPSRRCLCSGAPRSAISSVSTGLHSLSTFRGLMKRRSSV
Starred values were filed as active, the others as inactive; i = inactive. These rows are one share of the data, so the mix of outcomes need not match the whole.

The line under a structure holds: Dyrk1A ADPGlo	KCNK3 block
1	COc1ccc(S(=O)(=O)N2CCCCC2)cc1NC(=O)CCCOc1ccc(C)cc1
→ 2	i
2	CCN(C(=O)COC(=O)c1ccccc1Oc1ccccc1)c1c(N)n(Cc2ccccc2)c(=O)[nH]c1=O
→ 0	i
3	O=c1nc(NO)ccn1C1CCCO1 (stereo not drawn)
→ -3	i
4	O=C1c2cccc3cccc(c23)C(=O)N1CC1CCN(S(=O)(=O)c2ccccc2)CC1
→ 4	i
5	COc1cc2nc(/C=C/c3ccc(N(C)C)cc3)sc2cc1SC
→ 5	i
6	Cc1ccccc1CC(=O)N1CCN(S(=O)(=O)c2ccc(Cl)s2)CC1
→ -1	i
7	N#CCCN(C(=O)CN1CCN(S(=O)(=O)c2ccc3c(c2)OCCO3)CC1)c1ccc(F)cc1
→ -4	i
8	O=C(Nc1ccc2c(c1)OCO2)c1cnc(Cl)c(Cl)c1
→ -6	i
9	O=C1C=C(c2ccc3[nH]ccc3c2)C[C@@H](c2ccc(F)cc2)C1
→ 3	i
10	C=CCC[C@H](Cc1ccc(F)cc1)C(=O)OC[C@H](C)NC(=O)[C@@H](CC=C)CC(=O)N[C@H](CO)Cc1ccccc1
→ -3	i
11	O=C(c1cc(=O)[nH]c2ccccc12)N1CCN(Cc2ccc3c(c2)OCO3)CC1
→ -5	i
12	CON(C)C(=O)CCN(Cc1ccccc1)C(=O)OC(C)(C)C
→ 2	i
13	CN1CCN(C(=O)c2cccc(-c3cc(O)c4ncccc4c3)c2)CC1
→ 10	i
14	COc1ncc(-c2ccc3c(c2)S(=O)(=O)c2cccc(C(=O)O)c2C3=O)cn1
→ 11	i
15	CCc1ccc(C(=O)Nc2cc(S(=O)(=O)N3CCOCC3)ccc2N2CCOCC2)cc1
→ 11	i
16	Cn1cnc(C(=O)N2CCN(C(=O)OC(C)(C)C)CC2)c1C(=O)N1CCN(C(=O)OC(C)(C)C)CC1
→ 1	i
17	Cc1ccc(-c2cc(C(F)F)nc3sc4c(=O)[nH]cnc4c23)cc1
→ 3	i
18	COc1ccccc1CNC(=O)COC(=O)c1ccco1
→ 7	i
19	Cc1cc(NS(=O)(=O)c2ccccc2)ccc1NS(=O)(=O)c1ccccc1
→ 6	i
20	C[C@@H]1C(c2ccc(F)cc2)=NN(c2ccc(Br)cc2)[C@H]1C(=O)N1CCOC1=O
→ -1	i
21	CSc1ccc(Cl)c(C(=O)OCC(=O)N2CCNC2=O)c1
→ -1	i
22	C=CCn1c(COc2cccc(C)c2)nnc1SCC(=O)c1c(N)n(C)c(=O)n(C)c1=O
→ -2	i
23	COCCN(CC(=O)Nc1cccc(C)c1C)C(=O)Cc1cccs1
→ -4	i
24	O=C(COC(=O)Cc1ccc(Br)cc1)Nc1ccc(Cl)cn1
→ 8	i
25	COc1ccc(C2CC(c3ccccc3Cl)=NN2c2ccc(S(N)(=O)=O)cc2)cc1 (stereo not drawn)
→ -4	i
26	CN(C)Cc1c(OC(=O)c2ccc(N)cc2)ccc2ccccc12
→ -2	i
27	CCCCN(C(=O)c1ccco1)c1c(N)n(CCC)c(=O)[nH]c1=O
→ -1	i
28	COc1ccc(C=NNc2nc3ccccc3s2)cc1
→ 0	i
29	COC1OC2COC(c3ccccc3)OC2C(=O)C1NC(=O)c1ccccc1 (stereo not drawn)
→ -2	i
30	O=C(O)C1OC(C(=O)O)C(C(=O)O)C1C(=O)O (stereo not drawn)
→ -7	i

(further entries)
The line under a structure holds: Dyrk1A ADPGlo	KCNK3 block
31	CC(=O)Nc1ccc(NC(=O)COC(=O)C2CCC(C(C)(C)C)CC2)cc1 (stereo not drawn)
→ 4	i
32	C[C@H](CO)N1C[C@H](C)[C@@H](CN(C)C(=O)Nc2ccc3c(c2)OCO3)Oc2ccc(NC(=O)CCC(F)(F)F)cc2C1=O
→ 3	i
33	CCC(=O)N1CCc2cc(Br)cc(S(=O)(=O)NCCN3CCCCC3CC)c21 (stereo not drawn)
→ -1	i
34	O=C(COC(=O)c1ccc[n+]([O-])c1)Nc1ccccc1OC(F)F
→ 3	i
35	CC1CN(C(=O)c2scc3c2OCCO3)CC(C)O1 (stereo not drawn)
→ -2	i
36	CC(=O)Nc1ccc(Nc2cc(C)nc3c(-c4ccccc4)cnn23)cc1
→ 55*	i
37	COC(=O)C(Cc1ccccc1)NC(=O)CNC(=O)c1ccc(Br)o1 (stereo not drawn)
→ -2	i
38	COc1ccc(C(CNC(=O)C(C)(C)Oc2ccc(Cl)cc2)N2CCOCC2)cc1 (stereo not drawn)
→ 1	i
39	CC(C)(C)OC(=O)C[C@H]1C/C=C\C[C@@H](CC(=O)N(CCO)Cc2ccccc2)C(=O)N2CCC[C@@H]2COC1=O
→ 3	i
40	N#Cc1ccccc1OCC(=O)OCC(=O)c1c[nH]c2ccccc12
→ -1	i
41	COc1ccc(NC(=O)N(C)C[C@H]2Oc3ccc(NC(=O)Nc4ccc(C(F)(F)F)cc4)cc3C(=O)N([C@H](C)CO)C[C@@H]2C)cc1
→ -4	i
42	Cc1ccc(S(=O)(=O)CCC(=O)OCCOc2cccc(Br)c2)cc1
→ 2	i
43	CCc1cccc(C)c1NC(=O)CCCN1C(=O)NC(C)(C)C1=O
→ 1	i
44	CN(C(=O)c1ccc(NC(=O)Cc2cccc(NC(=O)C3CCN(C(=O)C4CCCCC4)CC3)c2)cc1)C1CCCC1
→ 3	i
45	Cc1cc(C)n2cc(CSc3nnc(-c4ccccc4)c(-c4ccccc4)n3)nc2n1
→ 0	i
46	COc1ccc(-c2cn(Cc3ccc(C(N)=O)cc3)c(CCN)n2)cc1
→ 14	i
47	CCOc1ccccc1OCCC(=O)N1CCN(S(=O)(=O)c2ccccc2[N+](=O)[O-])CC1
→ -4	i
48	Cc1ccc(NC(NC(=O)Cc2ccccc2)C(Cl)(Cl)Cl)cc1 (stereo not drawn)
→ 1	i
49	O=C(c1cc2ccccc2oc1=O)N1CCCN(C(=O)c2cc3ccccc3oc2=O)CC1
→ 3	i
50	O=C(CN1C(=O)NC(Cc2ccccc2)C1=O)Nc1ccc(OC(F)(F)F)cc1 (stereo not drawn)
→ 4	i
51	CN(Cc1ccccc1)C(=O)c1ccc(NC(=O)Cc2ccc(NC(=O)C3CCCN(S(=O)(=O)c4cccc([N+](=O)[O-])c4)C3)cc2)cc1 (stereo not drawn)
→ 3	i
52	CCCOc1cc(C)c(S(=O)(=O)NCc2cccs2)cc1C
→ -4	i
53	O=C(NCc1ccccc1C(F)(F)F)c1cccc2c1C(=O)c1ccc(N3CCOCC3)cc1S2(=O)=O
→ -1	i
54	O=[N+]([O-])c1cc([N+](=O)[O-])c(Oc2cc(F)cc(F)c2)cc1NN1CCCCC1
→ -7	i
55	Cn1c(=O)c2c(nc(SCCN3CCOCC3)n2Cc2ccc(Cl)cc2)n(C)c1=O
→ 2	i
56	O=C(Nc1cccc(S(=O)(=O)N2CCOCC2)c1)C1CCN(S(=O)(=O)c2ccccc2)CC1
→ -3	i
57	COC(=O)c1ccc(COC(=O)C(NC(=O)Cc2ccccc2)C(C)C)cc1 (stereo not drawn)
→ 2	i
58	COc1ccc(C(=O)NC(=O)COC(=O)CCS(=O)(=O)c2ccc(C)cc2)cc1
→ 1	i
59	CCCCOc1cccc(C2(C(=O)O)CCCC2)c1
→ 2	i
60	Cc1cc(NC(=O)c2ccc(Cl)cc2Cl)n(-c2ccccc2)n1
→ 4	i

Further entries follow:
The line under a structure holds: Dyrk1A ADPGlo	KCNK3 block
61	CCc1cc(Cn2nc(-c3ccccc3)cc2C(=O)NCc2cccs2)on1
→ 5	i
62	Cn1c(SCC(=O)N2c3ccccc3Sc3ccc(Cl)cc32)nnc1-c1ccco1
→ -9	i
63	COc1ccc(NS(=O)(=O)c2cccc(C(=O)NN=Cc3ccc(OC)c(O)c3)c2)cc1
→ 0	i
64	c1ccc2c(C3CCO3)cccc2c1 (stereo not drawn)
→ -1	i
65	CCOC(=O)CCCCCC(=O)Nc1ccc2c(c1)CC(=O)N([C@@H](C)CO)C[C@H](C)[C@@H](CN(C)C(=O)Nc1ccc3c(c1)OCO3)O2
→ 4	i
66	O=C(Nc1ccn(CCCNCCCN2CCCC2=O)c(=O)n1)OCc1ccccc1
→ 12	i
67	COc1ccc(C(CNC(=O)COc2ccccc2)N2CCCCC2)cc1 (stereo not drawn)
→ -4	i
68	CCOC(=O)CC(=O)CSc1nnc2sc3ccccc3n12
→ 2	i
69	C=CCn1c(SCC(=O)Nc2cccc(S(N)(=O)=O)c2)nc2sc(C)c(C)c2c1=O
→ -4	i
70	Cc1nnc(SCC(=O)Nc2cc(S(=O)(=O)N3CCOCC3)ccc2N2CCCC2)s1
→ 3	i
71	CC(=O)Nc1nc(C)c(-c2csc(Nc3ccc(O)cc3)n2)s1
→ 76*	i
72	CN1CCN(C(=O)Cn2c(=O)oc3cc(S(=O)(=O)NCc4ccccc4)ccc32)CC1
→ 0	i
73	COc1ccc(S(=O)(=O)NCCC(=O)OCC(=O)NC2CC2)cc1
→ -4	i
74	Cc1cccc(CNc2ncnc3ccc(-c4ccccc4Cl)cc23)c1
→ 6	i
75	O=C(C=Cc1ccco1)c1cc(Cl)ccc1O
→ 1	i
76	Cn1c(N)c(C(=O)COC(=O)Cc2cccs2)c(=O)n(C)c1=O
→ -4	i
77	CC(OC(=O)COc1ccccc1)C(=O)NC1CCCC1 (stereo not drawn)
→ 5	i
78	CCOC(=O)C1=CN(Cc2ccco2)S(=O)(=O)NC1c1ccc(C(F)(F)F)cc1 (stereo not drawn)
→ -2	i
79	CCCNC(=O)C(Cc1ccccc1)NC(=O)c1ccccc1 (stereo not drawn)
→ -5	i
80	COc1ccccc1NC(=O)CN1CCN(CC(=O)Nc2ccccc2F)CC1
→ 1	i
81	O=C(CN1CCN(C(C(=O)Nc2cc(C(F)(F)F)ccc2Cl)c2ccccc2)CC1)NC1CC1 (stereo not drawn)
→ -4	i
82	Cc1cc(OCCCC(=O)Nc2cc(S(=O)(=O)N3CCOCC3)ccc2N2CCOCC2)ccc1Cl
→ 1	i
83	CCOc1ccc2oc(C(=O)OCC(=O)N3C(C)CCCC3C)c(C)c2c1 (stereo not drawn)
→ 4	i
84	CCOC(=O)c1ccccc1NC(=O)c1ccc(Cl)c(S(=O)(=O)N2CCOCC2)c1
→ -2	i
85	CC(C)(C)OC(=O)N1CCCC(C(=O)Nc2ccc(C(=O)N3CCCC3)cc2)C1 (stereo not drawn)
→ 11	i
86	COc1ccc(COC(=O)CCc2cc(OC)c(OC)c(OC)c2)cc1F
→ 6	i
87	COc1ccc(S(=O)(=O)N2CCOCC2)cc1NC(=O)COc1ccc(C(C)=O)cc1OC
→ 13	i
88	O=S1(=O)c2ccccc2OC(COCc2ccccc2)CN1C1CC1 (stereo not drawn)
→ 0	i
89	CCC1Nc2ncnc(N3CCOCC3)c2N(Cc2ccc(Br)cc2)C1=O (stereo not drawn)
→ 2	i
90	Cn1cncc1C#Cc1ccc2cc(C(C)(C)O)oc(=O)c2c1
→ 2	i

Next part:
The line under a structure holds: Dyrk1A ADPGlo	KCNK3 block
91	N#Cc1ccc(CN2CCN(C(=O)CNS(=O)(=O)c3ccc4c(c3)OCCCO4)CC2)cc1
→ 3	i
92	C=C1C[C@@]23CCC4[C@@](C)(CCC[C@@]4(C)C(=O)OC)C2CC[C@]1(OC(C)=O)C3 (stereo partly drawn)
→ 26	i
93	O=C(COc1ccccc1C(=O)NCc1ccccc1)Nc1ccccc1
→ -2	i
94	COc1ccc(C(=O)N2CCN(c3cccc(C)c3C)CC2)cc1S(=O)(=O)NC1CC1
→ 3	i
95	Cc1nc2ccc(NC(=O)c3cc([N+](=O)[O-])cc([N+](=O)[O-])c3Cl)cc2s1
→ -2	i
96	Cc1nn(CC(=O)N2CCN(S(=O)(=O)c3ccccc3)CC2)c(C)c1[N+](=O)[O-]
→ 0	i
97	CCN(Cc1nc2ccccc2c(=O)[nH]1)C(=O)c1cccc(S(=O)(=O)N2CCc3ccccc32)c1
→ 14	i
98	COc1cc(C(=O)OCC(=O)N2CCCCCC2)c([N+](=O)[O-])cc1OC
→ -3	i
99	CC1(C)CC(=O)C(Sc2nnc(-c3ccc(NS(C)(=O)=O)cc3)n2Cc2ccco2)C(=O)C1
→ 2	i
100	COc1ccc(C2=Nn3c(nnc3-c3ccccc3Cl)SC2)cc1OCC1CC1
→ -12	i
101	COc1ccccc1-c1sc2cc3c(cc2c1-c1ccc(OCCN2CCCCC2)cc1)OCO3
→ 13	i
102	Cc1cccc(OC(C)C(=O)Nc2nc(-c3ccncc3)cs2)c1 (stereo not drawn)
→ -2	i
103	O=C(Nc1cccc(Cl)c1)c1nc[nH]c1C(=O)NCCCCNC(=O)c1[nH]cnc1C(=O)Nc1cccc(Cl)c1
→ 18	i
104	COC(=O)c1cc(NC(=O)CN2C(=O)C(=O)N(C3CCCC3)C2=O)cc(C(=O)OC)c1
→ -2	i
105	CCN(CC)CCNC(=O)c1ccc(NC(=O)c2cc(-c3ccncc3)nc3ccccc23)cc1
→ 25	i
106	COc1ccccc1CNS(=O)(=O)CCNC1CC1
→ -1	i
107	c1cc2c(cc1CNc1ccc(N3CCOCC3)cc1)OCO2
→ -1	i
